# Chronic BCR inh: qHTS Assay to Find Inhibitors of Chronic Active B-Cell Receptor Signaling. ABC-DLBCL IkBa-CBG/CBR reporter, luminescence ratio, 4 h. Potency, µM (series often up to 46.1 µM), for the others: top-dose ratio change, negative = lower green/red ratio, most hits filed as inhibitors. hit rate 0.05% among 340,000; active = well fitted inhibition curve with a large enough effect in the signal ratio, with a control signal flat, not every such curve was filed as active; inconclusive = small, poorly fitted or top-dose-only effect, or effect the other way, or a change in a side signal; the % refers to the signal ratio;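 also: potency is read from the fitted curve at half-maximal effect; plate controls were basal doxycycline-induced cells for no effect and cells given 10 µM MG132 for full effect; MG132 reads +100%, hits lower the ratio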
#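 TMD8 ABC-DLBCL cells carrying doxycycline-inducible green luciferase fused to IkappaBalpha plus unfused red luciferase were exposed to compounds (up to 46 uM) for 4 hrs at 37C. Activity came from the overlap-corrected green/red luminescence ratio.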
# a7 integrin act: qHTS for Activators of Integrin-Mediated Alleviation for Muscular Dystrophy | alpha7betagal myoblasts, beta-gal FDG fluorescence, 48 h | AID 624291, 2012 | hit rate 0.064% among 350,000 | Potency, µM (doses to about 38.3 µM), without a hit: at the top dose activation, most hits filed as activators;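 also: potency is read from the fitted curve at half-maximal effect; 100% = response of the positive control SU9516; nearly all actives have a fitted effect of over 60% in size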
#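 alpha7betagal+/- myoblasts (passage 13, 250/well) treated 48 h at 37C with compounds at 1:260 dilution of DMSO stock. Lysed, then beta-galactosidase activity read as FDG fluorescence (ex 480/em 540) after 30 min, with pre-read for autofluorescence.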
# Tb PFK inh: qHTS Assay to Find Inhibitors of T. brucei phosphofructokinase; AID 485367, 2010; hit rate 0.17% among 330,000; T. brucei PFK, ADP-Glo luminescence; Potency, µM (top dose mostly 57.5 µM), for inactives: at the top dose activity, negative = inhibition, usual class: inhibitors;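 also: potency is read from the fitted curve at half-maximal effect; 0% = uninhibited 1x PFK enzyme wells and -100% = no-enzyme wells; nearly all actives have a fitted effect of over 60% in size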
#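 Luminescent ADP detection (ADP-Glo, two-step: ATP depletion then ADP-to-ATP conversion for luciferase) reported PFK activity after 45 min room-temperature reaction of 1.25 nM enzyme with 0.5 mM F6P and 0.1 mM ATP at pH 8.0.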
# A-T KAP1 phos: qHTS Assay for Identifying a Potential Treatment of Ataxia-Telangiectasia | […] A-T fibroblasts, KAP-1 phosphorylation AlphaLISA; neocarzinostatin DNA damage 30 min before lysis | Potency, µM (top dose mostly 57.5 µM), without a hit: top-dose activation, actives largely listed as activators | hit rate 0.19% among 320,000; also: potency is read from the fitted curve at half-maximal effect; % of control where 0% means no effect; nearly all actives have a fitted effect of over 45% in size
#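 hTERT-immortalized A-T patient fibroblasts ([…]), 500 cells/well in OPTI-MEM, 1% FBS, got compounds for 60 min, then NCS for 30 min at 37C. Lysates were then assayed for phospho-KAP-1 by AlphaLISA (anti-pKAP1 donor, anti-KAP1 acceptor beads), 6 hr at 25C.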
# ELG1 DNA repair: qHTS screen for small molecules that inhibit ELG1-dependent DNA repair in human embryonic kidney (HEK293T) cells expressing luciferase-tagged ELG1; HEK293T ELG1-luciferase reporter, luminescence, 16 h; DNA damage induced by 5-fluorouridine; Potency, µM (series often up to 46.1 µM), for the others: top-dose activity change, negative = inhibition, usual class: inhibitors; hit rate 2.3% among 330,000; also: potency is read from the fitted curve at half-maximal effect; % is scaled to controls: 0 for no effect and ±100 for the full control effect; nearly all actives have a fitted effect of over 55% in size
#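 Step one: seed 2,000 cells per well. Step two: pin-transfer compound or DMSO alongside 5-fluorouridine. Step three: incubate 16 hr, 37 °C, 5% CO2. Step four: add ONE-Glo, wait 30 min, read luminescence.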
# Mito fusion act: qHTS Assay for Small Molecule Inhibitors of Mitochondrial Division or Activators of Mitochondrial Fusion | hit rate 0.23% among 320,000 | Potency, µM (top dose mostly 46.1 µM), inactives show at the top dose growth rescue (activation), usual class: activators | S. cerevisiae fusion-defective mutant growth rescue, CellTiterGlo 48 h;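 also: potency is read from the fitted curve at half-maximal effect; % of control where 0% means no effect; nearly all actives have a fitted effect of over 45% in size; temperature-sensitive fusion mutants such as fzo1-1 at 37 °C on non-fermentable ethanol glycerol medium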
#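 Growth-rescue viability read-out: after 48 h at the non-permissive 37C in glycerol/ethanol YPEG, yeast mitochondrial fusion mutants are measured by CellTiterGlo luminescence; compounds (23 nl pinned per well) restoring growth score as division inhibitors or fusion activators.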
# Eya2 phos inh: qHTS Assay for Inhibitors of the Phosphatase Activity of Eya2; hit rate 0.006% among 330,000; Protein phosphatase EYA2 (Homo sapiens), O00167; recombinant Eya2, OMFP fluorescence dephosphorylation (OMFP is methylfluorescein phosphate); Potency, µM (doses to about 76.9 µM), inactives show at the top dose activity, negative = inhibition, hits mostly inhibitors; AID 488837, 2010; also: potency is read from the fitted curve at half-maximal effect; % is scaled to controls: 0 for no effect and ±100 for the full control effect
#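 Eya2 (0.2 uM) preincubated 10 min at ambient with compound, then OMFP substrate added at 50 uM; 10 min reaction in 50 mM HEPES pH 7.5, 50 mM NaCl, 5 uM MgCl2, 0.05% BSA, 1 mM DTT. Fluorescence read at Ex 485/Em 525 nm.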
# TSHR antagonist: Antagonists of the Thyroid Stimulating Hormone Receptor: HTS campaign; AID 504810, 2011; TSHR-expressing cells, TSH-stimulated cAMP HTRF, 2 h; hits give low values; activity change, negative = inhibition, % at 11.5 µM; hit rate 0.2% among 330,000; Thyrotropin receptor (Homo sapiens), P16473;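 active = activity change below a set negative limit, meaning inhibition stronger than a set level, cut at about -70% in these data; inconclusive = activity change between two set negative limits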; also: % is scaled to controls: 0 for no effect and ±100 for the full control effect
# Target sequence (P16473 whole entry, looked up): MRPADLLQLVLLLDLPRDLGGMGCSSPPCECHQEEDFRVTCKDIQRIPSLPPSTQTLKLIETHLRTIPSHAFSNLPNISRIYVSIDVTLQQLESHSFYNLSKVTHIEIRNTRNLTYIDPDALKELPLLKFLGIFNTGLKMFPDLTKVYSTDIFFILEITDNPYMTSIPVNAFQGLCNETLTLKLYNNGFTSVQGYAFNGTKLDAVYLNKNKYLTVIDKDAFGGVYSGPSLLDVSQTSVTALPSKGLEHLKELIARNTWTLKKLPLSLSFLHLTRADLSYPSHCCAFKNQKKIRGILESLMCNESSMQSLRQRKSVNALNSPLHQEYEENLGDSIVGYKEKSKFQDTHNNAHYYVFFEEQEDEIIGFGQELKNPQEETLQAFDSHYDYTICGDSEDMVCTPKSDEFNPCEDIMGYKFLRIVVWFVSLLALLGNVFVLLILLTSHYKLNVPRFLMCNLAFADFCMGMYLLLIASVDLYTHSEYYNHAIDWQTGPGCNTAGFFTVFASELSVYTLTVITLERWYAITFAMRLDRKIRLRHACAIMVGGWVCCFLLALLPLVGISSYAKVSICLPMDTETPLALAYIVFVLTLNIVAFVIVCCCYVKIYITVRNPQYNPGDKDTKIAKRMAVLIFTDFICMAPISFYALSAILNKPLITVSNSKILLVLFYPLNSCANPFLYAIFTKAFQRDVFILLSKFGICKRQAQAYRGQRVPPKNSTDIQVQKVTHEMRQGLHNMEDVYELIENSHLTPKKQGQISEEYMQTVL
#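 Cell-based HTRF cAMP assay; TSHR cells + compound, TSH EC80 (4nM final), 2 h, 37 deg C. Lysis with anti-cAMP cryptate and cAMP-d2, 30 min RT, read 665/620 nm.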
# TCR act: Activators of T cell receptors: qHTS campaign; 330,000 tested, under 10 active; Potency, µM (series often up to 9.22 µM), inactives show top-dose activation of IL-2 secretion, hits mostly activators; primary human leukocytes, anti-CD3, IL-2 HTRF, 48 h; also: % of control where 0% means no effect
#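 IL-2 produced over 48 hr by a-CD3 bead-stimulated primary human leukocytes exposed to compounds was detected with a homogeneous time-resolved FRET immunoassay, 665nm acceptor signal after 320nm excitation.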
# PTAP TSG101 blk: qHTS Assay for Iinhibitors of HIV-1 Budding by Blocking the Interaction of PTAP/TSG101; Tumor susceptibility gene 101 protein (Homo sapiens), Q99816; Fluorescence polarization, FITC-PTAP peptide / Tsg101 binding; Potency, µM (series often up to 115 µM), for inactives: at the top dose activity change, negative = inhibition, usual class: inhibitors; 340,000 tested, under 10 active; active = well fitted inhibition curve with a large enough effect in the main read-out, with a control signal flat, not every such curve was filed as active; inconclusive = small, poorly fitted or top-dose-only effect, or effect the other way, or a change in a side signal; inactive = no such curve, though single readings can be large or run the other way; also: potency is read from the fitted curve at half-maximal effect; % of control where 0% means no effect
#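 Compounds were pin-transferred onto Tsg101 binding domain (10 uM final) in HEPES pH 7.5 buffer, then FITC-PTAP peptide was added at 50 nM final. After 20 min at RT, polarization reported peptide displacement across a qHTS concentration series.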
# ASM inhibitor: Inhibitors of Secretory Acid Sphingomyelinase (S-ASM): qHTS | Sphingomyelin phosphodiesterase (Homo sapiens), P17405 | placental ASM, HMU-PC fluorogenic substrate, 60 min | Potency, µM (doses to about 57.5 µM), inactives show top-dose activity change, negative = inhibition, most hits filed as inhibitors | hit rate 0.006% among 340,000; also: potency is read from the fitted curve at half-maximal effect
#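 HMU-PC0 cleavage (9 uM final) by human placental ASM, 60 min at 37 °C following 10 min compound exposure at RT; stopped at pH 10, fluorescence Ex 386/Em 447 nm.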
# Active calls of the source: *; ? = inconclusive; . = no result given; [ ] = remark or other dose. Unless noted, calls follow the shape of the dose curve; as a rule, active = well fitted curve in the direction sought with a large enough effect; inconclusive = small, poorly fitted or top-dose-only effect, or another doubt; inactive = no such curve, though single readings can be large; an effect the other way counts as inactive or inconclusive. Compounds as they come (roughly 3.2% active in at least one column).
SMILES,Chronic BCR inh,a7 integrin act,Tb PFK inh,A-T KAP1 phos,ELG1 DNA repair,Mito fusion act,Eya2 phos inh,TSHR antagonist,TCR act,PTAP TSG101 blk,ASM inhibitor
COc1cccc(CNC(=S)Nc2cccc(Cl)c2C)c1,-1%,-30%,-2%,3%,1%,-18%,8%,-2,.,1%,-3%
CC1C(=O)Nc2ccc(S(=O)(=O)N3CCN(c4ccccc4F)CC3)cc2NC1=O (stereo not given),?,-2%,-5%,4%,-27%,-2%,-6%,-4,-6%,-1%,-4%
CCOc1ccc(N2C(=O)CC(SC(=NC)Nc3ccc4c(c3)OCO4)C2=O)cc1 (stereo not given),18%,-21%,2%,-1%,26µM*,-2%,4%,16,2%,-7%,-21%
CCCc1cc(=O)[nH]c2nnc(SCC(=O)NC3CCCCC3)n12,3%,-2%,3%,-1%,-5%,-5%,8%,7,4%,-1%,1%
NNC(=O)c1ccc2nc(-c3ccc(Br)cc3)cn2c1,0%,0%,-7%,5%,?,-1%,-19%,-15,.,-3%,-5%
O=C(Nc1nc2ccccc2n1CCN1CCOCC1)c1ccccc1,-8%,-18%,-4%,-3%,?,5%,-1%,6,.,2%,0%
O=C(Nc1ccc(Cl)cn1)c1cnn2cccnc12,.,-9%,.,.,.,8%,.,.,-62%,1%,-1%
CC(=O)Cc1nsc(NC(=O)c2ccco2)n1,-2%,5%,5%,-5%,25%,-1%,19%,3,.,-4%,1%
CC(=O)N1CC=C2C(C#N)=C(N)C(C#N)(C#N)[C@H](c3ccoc3)[C@H]2C1,21%,5%,-5%,2%,2%,-2%,-28%,13,-4%,-14%,66%[activator]
CCn1c(CNC(=O)Cc2ccc(OC)cc2)nnc1SCC(=O)Nc1ccc(C(=O)O)cc1,-9%,15%,0%,-6%,?,-2%,11%,0,-3%,1%,-1%
O=C(Nc1ccc(SC(F)F)cc1)c1ccc(F)cc1,?,-3%,2%,2%,?,-1%,5%,-21,-7%,-2%,4%
C=CCN1c2ccccc2[C@]23C[C@@H](C(=O)OC)N(C(=O)c4cccs4)C2=NC(C(=O)OC)=C(C(=O)OC)[C@H]13,3%,-4%,-3%,19%,?,0%,-1%,7,2%,-2%,-6%
O=C(O)/C(=C\c1cccc([N+](=O)[O-])c1)c1ccc(S(=O)(=O)N2CCCCC2)s1,7%,6%,2%,4%,-2%,3%,-11%,-9,-1%,-6%,3%
C/C(=N\NC(=O)c1ccco1)c1cc2ccccc2o1,?,3%,2%,-3%,?,0%,-7%,17,4%[46.1 µM],-1%,-1%
Cc1ccc(NC(=O)C2(c3ccc([N+](=O)[O-])cc3)CCCC2)cc1,24%,-12%,0%,1%,-2%,?,-9%,0,-1%[46.1 µM],-1%,-10%
O=C(NCCc1cscn1)C1CCC(=O)N(Cc2ccc(Cl)cc2)C1 (stereo not given),0%,17%,-4%,11%,0%,3%,-14%,12,3%,-1%,1%
O=C(c1ccccc1CCc1ccccc1)N1CCCC1,-1%,0%,2%,2%,?,1%,2%,3,-11%,-4%,3%
COc1ccc2c(c1)c(C(=O)CN1CCOCC1)c(C)n2C,3%,0%,3%,4%,3%,2%,3%,3,1%,1%,1%
Cc1ccc(-n2nc(C)c(C(=O)N3CCN(C(=O)c4ccco4)CC3)c2-n2cccc2)cc1,-1%,-11%,3%,2%,3%,0%,-1%,7,4%,1%,-2%
Cc1ccccc1-n1c(SCC(=O)NC(N)=O)nc2sc(-c3ccccc3)cc2c1=O,-8%,-34%,-4%,1%,?,4%,-5%,-22,2%[46.1 µM],-4%,8%
Nc1c(Cl)cc2c(c1Oc1ccccc1)C(=O)c1ccccc1C2=O,12%,10%,3%,.,?,3%,-22%,-6,-1%,-7%,-28%
O=C1C=C(NCc2ccncc2)CC(c2ccccc2)C1 (stereo not given),4%,7%,-4%,9%,-5%,2%,-8%[15.4 µM],-7,2%,-1%,15%
CCOc1c(/C=C(\C#N)C(N)=O)c2ccccc2n1CC,-10%,2%,-1%,-2%,13µM*,4%,-3%,-2,0%[46.1 µM],-3%,-2%
O=C(CCc1nc(-c2ccccc2F)no1)NCCN1CCc2ccccc2C1,?,-20%,3%,-9%,-23%,-8%,12%,-1,-1%,-1%,0%
CCOC(=O)c1c(C(C)(C)C)oc2ccc(OCC#N)cc12,-8%,-26%,3%,12%,0%,13%,-21%,-12,4%,-6%,-7%

# Just ELG1 DNA repair, TCR act and A-T KAP1 phos, for 2 of the compounds above:
Structure,ELG1 DNA repair,TCR act,A-T KAP1 phos
COc1cccc(CNC(=S)Nc2cccc(Cl)c2C)c1,1%,.,3%
CC1C(=O)Nc2ccc(S(=O)(=O)N3CCN(c4ccccc4F)CC3)cc2NC1=O (stereo not given),-27%,-6%,4%

# (listing goes on)
SMILES,Chronic BCR inh,a7 integrin act,Tb PFK inh,A-T KAP1 phos,ELG1 DNA repair,Mito fusion act,Eya2 phos inh,TSHR antagonist,TCR act,PTAP TSG101 blk,ASM inhibitor
COc1cc(/C=C/C(=O)NCCn2c(C)cc3ccccc32)cc(OC)c1OC,-4%,6%,6%,-5%,?,-2%,-8%,-2,9%,0%,-15%
O=C(CNC1=NCCC1)c1ccc(Cl)cc1,-2%,-11%,0%,0%,14%,-4%,-1%,15,-1%[46.1 µM],-1%,3%
CCCOc1ccc(N2C(=O)CC(SCCN)C2=O)cc1 (stereo not given),-5%,6%,-8%,-2%,?,2%,-43%,9,-7%,-1%,-1%
CCOC(=O)CNS(=O)(=O)Cc1ccccc1,3%,-11%,-3%,?,21%,1%,-10%,-7,-2%,-1%,0%
O=C(c1cccc(-c2ccccc2)c1)N1CC[C@@H](N2CCC(O)CC2)[C@H](O)C1,2%,0%,-2%,6%,-2%,2%,11%,7,0%,1%,1%
Cc1nnc(N/N=C/c2cc(C)n(-c3ccc(F)cc3)c2C)n1N,?,-3%,1%,2%,26%,8%,-10%,18,3%[46.1 µM],-2%,-2%
CC(=O)c1c(C)[nH]c(C(=O)OCc2nc3ccsc3c(=O)[nH]2)c1C,?,4%,8%,-1%,22%,-1%,4%,2,-7%,-5%,.
O=C(CC(=O)c1cc(Cl)ccc1O)c1ccccc1,?,-53%[inhibitor],0%,16%,?,14%,2%,-2,.,-3%,-18%
O=C(CSc1nncs1)Nc1ccc(Cl)cn1,3%,5%,-4%,2%,?,0%,-10%,9,4%[46.1 µM],-5%,5%
Cc1cccc(Nc2ncnc3c2cnn3C)c1,10%,18%,-1%,-5%,17%,3%,7%,8,-11%,-5%,-7%
O=C(Nc1nc(-c2ccccc2)cs1)C1COc2ccccc2O1 (stereo not given),?,-6%,-3%,6%,12%,3%,-15%,-6,0%,0%,-11%
COc1cccc(CCNC(=O)CCCC(=O)c2ccccc2)c1,0%,11%,-4%,0%,-6%,11%,-8%,4,-1%,-1%,5%
CC(=O)Nc1ccc(-c2nnn(CC(=O)c3ccc(F)cc3)n2)cc1Cl,-3%,0%,1%,0%,-6%,6%,-14%,-1,4%,0%,2%
OC(COCc1ccc2c(c1)OCO2)CN1CCC(Cc2ccccc2)CC1 (stereo not given),-6%,-34%,0%,5%,-9%,0%,4%,2,.,2%,3%
c1ccc2c(c1)ncn2CCn1cnc2ccccc21,-1%,4%,1%,5%,4%,1%,12%[15.4 µM],17,.,-6%,4%
